TRPC4 potent: allosteric potentiators of mouse TRPC4 channel | AID 2227 | 310,000 compounds, 0.42% hits | B-score at 10 µM | HEK293 TRPC4beta/mu-opioid, DAMGO EC20, Fluo-4 Ca2+ flux; stronger effect = higher value;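 active means B-score of calcium response area above 5 SD of library B-scores, with initial fluorescence ratio within 5 SD of library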;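 further: B-score of integrated fluorescence ratio over time as area under calcium response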
HDAC3 inhib: blocks human histone deacetylase 3. O15379. recombinant HDAC3, fluorogenic peptide/trypsin coupled, fluorescence. inhibition, % at 8.3 µM. 320,000 compounds, 0.15% hits; in the data active means inhibition above about 26%, passing the limit was not always enough
Target sequence (O15379 whole entry, looked up): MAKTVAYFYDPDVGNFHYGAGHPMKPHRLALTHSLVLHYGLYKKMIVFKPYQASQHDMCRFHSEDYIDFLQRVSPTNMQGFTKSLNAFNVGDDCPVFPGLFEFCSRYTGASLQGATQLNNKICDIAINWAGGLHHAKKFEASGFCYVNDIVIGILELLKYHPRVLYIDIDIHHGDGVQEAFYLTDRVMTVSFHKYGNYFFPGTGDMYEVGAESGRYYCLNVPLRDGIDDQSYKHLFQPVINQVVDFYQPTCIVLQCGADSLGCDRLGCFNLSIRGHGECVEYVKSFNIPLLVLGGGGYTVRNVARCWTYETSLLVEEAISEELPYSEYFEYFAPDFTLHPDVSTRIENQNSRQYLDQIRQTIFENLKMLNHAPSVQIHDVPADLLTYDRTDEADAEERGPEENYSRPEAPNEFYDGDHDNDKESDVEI
DYRK1A inh: Dyrk1A (rat) kinase inhibition; ADP-Glo luminescence, NFATc1 peptide; inhibition, % at 12.5 µM; 310,000 compounds, 0.43% hits; AID 504441; in the data active means inhibition above about 50%;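 further: plate controls were vehicle with enzyme for no effect and no enzyme for full effect; many of its hits are not listed in these tables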
KCNQ1 inh: blocks the human KCNQ1 potassium channel | 310,000 compounds, 1.3% hits | AID 2642 | B-score at 10 µM | CHO-K1 KCNQ1, FluxOR thallium flux fluorescence; stronger effect = higher value | P51787;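 active means compounds whose thallium flux B-score, printed positive for inhibition, exceeds three library SD while starting fluorescence stays within three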;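 further: channel opened by potassium depolarization with thallium stimulus after 20 min compound exposure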
ANO1 block: mouse TMEM16A channel inhibition, primary screen; HEK293 TMEM16A/YFP iodide influx fluorescence, ionomycin; normalized B-score (activity score, 25-100; higher = stronger inhibition) at 10 µM; 310,000 compounds, 1.2% hits; AID 588511;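 active means ratio plate-corrected score three or more library SD toward inhibition, starting fluorescence score within five deviations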;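 further: score derived from kinetic fluorescence span divided by baseline fluorescence per well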
TRPC4 agonist: activators of mouse TRPC4 channel; Q9QUQ5; HEK293 TRPC4beta/mu-opioid, Fluo4 calcium fluorescence; stronger effect = higher value; B-score at 10 µM; 310,000 compounds, 0.49% hits;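 active means B-score above 5 SD of library B-scores, and initial fluorescence ratio not above library mean plus 5 SD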;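 further: positive B-score marks a calcium rise read as TRPC4 activation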
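Assay system: HEK293 stable line with TRPC4beta plus mu-opioid receptor; schedule: 45 min room-temperature Fluo4 loading, 110 s read; technique: kinetic Fluo4 calcium fluorescence; evaluation: integrated baseline-normalised fluorescence ratio, converted to per-well B score; controls: buffer (low) and maximal DAMGO (high)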
KCNK3 inh: human KCNK3 channel inhibition, primary screen; B-score at 10 µM; O14649; 340,000 compounds, 0.84% hits; CHO-KCNK3 thallium flux, FluxOR fluorescence; stronger effect = lower value; AID 602410;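 active means B-score under library mean minus 4 SD, starting fluorescence ratio at most library mean plus 5 SD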;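 further: more negative B-score means stronger inhibition of thallium flux through KCNK3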
Target sequence (O14649 whole entry, looked up): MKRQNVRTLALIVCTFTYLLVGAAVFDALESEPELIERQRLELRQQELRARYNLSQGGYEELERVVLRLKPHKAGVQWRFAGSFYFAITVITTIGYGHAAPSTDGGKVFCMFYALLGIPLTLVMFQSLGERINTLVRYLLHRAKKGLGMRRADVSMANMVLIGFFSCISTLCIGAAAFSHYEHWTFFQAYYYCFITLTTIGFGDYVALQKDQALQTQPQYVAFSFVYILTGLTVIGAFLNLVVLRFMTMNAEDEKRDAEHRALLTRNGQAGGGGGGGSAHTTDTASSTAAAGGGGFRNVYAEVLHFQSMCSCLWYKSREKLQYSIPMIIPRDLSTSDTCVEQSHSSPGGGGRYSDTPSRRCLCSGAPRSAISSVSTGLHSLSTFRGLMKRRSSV
KCNK9 block: human KCNK9 channel inhibition | Q9NPC2 | HEK293 KCNK9, FluxOR thallium flux fluorescence; stronger effect = lower value | B-score at 10 µM | 310,000 compounds, 1.2% hits;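 active means ratio B-score over 3 SD below the library mean, with starting fluorescence within 5 SD of its mean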;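 further: negative B-score means less thallium flux so channel inhibition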
hERG protect: hERG (human) protection from proarrhythmic block. Q12809. CHO-hERG, FluxOR thallium flux, dofetilide IC70 present. activation (rescue from dofetilide block), less the hit threshold, % at 10 µM. 310,000 compounds, 0.51% hits. AID 1511;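 active means activation above the mean of controls blocked by dofetilide plus 5 SD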;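 further: thallium influx through hERG after potassium depolarization seen as dye fluorescence rise; in these data hits start at about 4.7%; inactives centre near -7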
KCNQ1 act: human KCNQ1 channel potentiation or activation; P51787; CHO-K1 KCNQ1, thallium flux FluxOR fluorescence; stronger effect = higher value; B-score at 10 µM; 310,000 compounds, 0.35% hits; AID 2648;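 active means fluorescence ratio B-score, a plate-corrected score, at least three library SD, with initial intensity B-score within 5 SD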
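System: CHO-K1 cells stably expressing KCNQ1 / Medium: assay buffer for compound exposure, DMSO matched across wells / Reagent: thallium- and potassium-containing depolarizing buffer / Compound: one concentration, matched DMSO / Incubation: 20 min compound pretreatment at room temperature / Measured by: kinetic FluxOR fluorescence, 10 s baseline plus 110 s post-stimulus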
TMEM16A act: mouse TMEM16A channel activation, primary screen; 340,000 compounds, 0.3% hits; Q8BHY3; B-score at 10 µM; HEK293 TMEM16A/YFP-H148Q/I152L, iodide quench fluorescence; stronger effect = lower value;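 active means fluorescence-ratio B-score plate-corrected deviation score at least 3 library SD below zero, with starting fluorescence score within 5 deviations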;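 further: channel opened by trigger with iodide after compound preincubation; score built on the fluorescence ratio of max minus min over baseline; more negative score means more quench and so TMEM16A activation or potentiation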
* marks the source's active call; other numbers are inactive results; i = inactive; · = not tested or not shown. This is a subset, so the mix of outcomes need not match the whole.

SMILES | TRPC4 potent | HDAC3 inhib | DYRK1A inh | KCNQ1 inh | ANO1 block | TRPC4 agonist | KCNK3 inh | KCNK9 block | hERG protect | KCNQ1 act | TMEM16A act
C=C1CCC[C@]2(C)C[C@H]3OC(=O)C(CN(Cc4ccc(OC)c(OC)c4)CC(C)O)[C@H]3CC12 (stereo not given in full) | i | -6 | -3 | i | i | i | i | i | -7 | i | i
CSc1ccccc1NC(=O)C1CCCN(S(C)(=O)=O)C1 (stereo not given) | i | 0 | -7 | i | i | i | i | i | -8 | i | i
Cn1c(=O)c2c(nc(N3CCC(C(N)=O)CC3)n2CCSc2nc3ccccc3s2)n(C)c1=O | i | -12 | 6 | i | i | i | i | i | -6 | i | i
COc1ccc(CNS(=O)(=O)c2ccc3oc(C(=O)O)c(C)c3c2)cc1 | i | 4 | 0 | i | i | i | i | i | -5 | i | i
O=C(NCc1cccs1)C1CCCN(C(=O)Nc2ccc(F)cc2)C1 (stereo not given) | i | -2 | 1 | i | i | i | i | i | -6 | i | i
Cc1cnc(C(=O)Nc2ccc(C(=O)N3CCCCC3)cc2)cn1 | i | -4 | -1 | i | i | i | i | i | -13 | i | i
COC(=O)c1cnc[nH]1 | i | -8 | 8 | i | i | i | i | i | -3 | i | i
COC(=O)c1ccccc1COn1c(=O)c[n+]([O-])c2ccccc21 | i | 1 | -4 | i | i | i | i | i | -2 | i | i
CCCCSc1nnc(CSc2ncccn2)n1C | i | 2 | 6 | i | i | i | i | i | -4 | i | i
O=C(COc1coc(CN2CCCc3ccccc32)cc1=O)Nc1ccccc1 | i | 4 | -12 | i | i | i | i | i | -7 | i | i
CSc1nnc(NC(=O)c2cc3ccccc3oc2=O)s1 | i | -1 | -1 | i | i | i | i | i | -9 | i | i
NC(=O)C(c1ncc(C(F)(F)F)cc1Cl)c1c(Cl)cccc1Cl (stereo not given) | i | -4 | -1 | i | i | i | i | i | -15 | i | i
Cc1ccccc1NC(=O)CN1C(=O)N/C(=C\c2cccn2-c2cccc(C(=O)O)c2)C1=O | i | 6 | 2 | i | i | i | i | i | -11 | i | i
COC(=O)c1c(NC(=O)CSc2nnnn2C)sc(C)c1C | i | -3 | -6 | i | i | i | i | i | -4 | i | i
CCOc1ccc(Br)cc1C(=O)Nc1ccc(C(=O)NCC(C)C)cc1 | i | -4 | 9 | i | i | i | i | i | -13 | i | i
COc1ccccc1C(NC(C)=O)c1cc(Cl)c2cccnc2c1O (stereo not given) | i | 7 | 4 | i | i | i | i | i | 0 | i | i
COc1ccc(Cc2nnc(N)s2)cc1OC | i | -1 | 0 | i | i | i | i | i | -10 | i | i
Nc1ccc(C#Cc2ccc3c(=O)c4ccccc4oc3c2)cc1 | i | 3 | 8 | i | i | i | i | i | 1 | i | i
CCc1c(C)sc(NC(=O)c2noc(C)c2[N+](=O)[O-])c1C#N | i | -1 | -2 | i | i | i | i | i | -12 | i | i
CC(=O)c1ccc(Nc2nc(=O)c3cccnc3s2)cc1 | i | 4 | 5 | i | i | i | i | i | -5 | i | i
COCCNC(=O)CN1C(=O)CSc2cc(S(=O)(=O)N3CCCCCC3)ccc21 | i | -8 | 7 | i | i | i | i | i | -1 | i | i
N#Cc1c(/N=C/c2ccccc2)oc(-c2ccccc2)c1-c1ccccc1 | i | 0 | 0 | i | i | i | i | i | -4 | i | i
CC(=O)c1cccc(NC(=O)N2C3CCC2CC(NC(=O)Nc2ccccc2)C3)c1 (stereo not given) | i | 0 | -71 | i | i | i | i | i | -10 | i | i
CC(C)(C)C(=O)NC1CCN(S(=O)(=O)c2cccc(C(F)(F)F)c2)CC1 | i | -3 | -9 | i | i | i | i | i | -4 | i | i
Cc1cc2c(cc1S(=O)(=O)N(C)Cc1ccccc1)OCC(=O)N2 | i | -3 | 2 | i | i | i | i | i | -11 | i | i
Cn1cnc2c1c(=O)n(Cc1ccc(Cl)cc1Cl)c(=O)n2C | i | -1 | · | i | i | i | i | i | -3 | i | i
CCOCc1nnc(NC(=O)CSCc2ccccc2)s1 | i | 2 | -9 | i | i | i | i | i | -13 | i | i
N#Cc1c(NC(=O)CCCl)sc2c1CCCCC2 | i | 0 | · | i | i | i | i | i | -6 | i | i
CN(C)[C@@H](CO)c1nnc([C@H](Cc2ccc(O)cc2)NC(=O)C2CCNCC2)o1 | i | -4 | -3 | i | i | i | i | i | -3 | i | i
CC(C)CN1CCC(C(=O)NCC2CCCO2)CC1 (stereo not given) | i | -3 | 0 | i | i | i | i | i | -2 | i | i
Cc1cc(-n2c(C)cc(C(=O)CCl)c2C)no1 | i | 0 | · | i | i | i | i | i | -14 | i | i
O=c1ccccn1Cc1c(Cl)cccc1Cl | i | 2 | 4 | i | i | i | i | i | -3 | i | i
CCCC1CCc2c(sc(NC(=O)c3cccs3)c2C(N)=O)C1 (stereo not given) | i | -5 | -5 | i | i | i | i | i | -6 | i | i
O=C(CCS(=O)(=O)CCN1CCOCC1)NCNC(=O)CCS(=O)(=O)CCN1CCOCC1 | i | -15 | -3 | i | i | i | i | i | -5 | i | i
N=C(N)n1c(N)nc2ccccc2c1=O | i | -10 | -3 | i | i | i | i | i | -3 | i | i
Cc1nn(CC(=O)Nc2cccnc2)c(=O)c2ccccc12 | i | 4 | 1 | i | i | i | i | i | -12 | i | i
COc1ccccc1-c1nc(-c2ccncc2)no1 | i | -2 | 5 | i | i | i | i | i | -14 | i | i
CCC(C)Sc1cc(-c2nc3ccc(C)cn3c2NCc2ccccc2)ccc1OC (stereo not given) | i | -9 | -5 | i | i | i | i | i | -13 | i | i
COc1cc2c(cc1NC(=O)/C=C/c1ccc([N+](=O)[O-])cc1)oc1ccccc12 | i | · | 2 | i | i | i | i | i | -2 | i | i
O=C(NCc1ccco1)N1c2ccccc2Sc2ccccc21 | i | 9 | -2 | i | i | i | i | i | -8 | i | i
Cc1ccccc1C(=O)O/N=C(\N)c1ccccc1 | i | 4 | 55* | i | i | i | i | i | -11 | i | i
COc1ccc(C)cc1S(=O)(=O)NC1CCCC1 | i | -5 | -2 | i | i | i | i | i | -6 | i | i
Cc1cc2ccccn2c1C(=O)c1ccc([N+](=O)[O-])o1 | i | 4 | -3 | i | i | i | i | i | -20 | i | i
Cc1cccc(NC(=O)CCOc2ccccc2)c1 | i | -1 | 3 | i | i | i | i | i | -5 | i | i
Cc1cc(C)n2c(nc3ccccc32)c1C(=O)NCc1ccccc1 | i | -37 | 5 | i | i | i | i | i | -5 | i | i
Cc1nc2ccccc2nc1N/N=C/c1ccc(O)cc1 | i | 5 | 26 | i | i | i | i | i | -8 | i | i
Fc1cccc(Cl)c1CN1CCN(c2nc3ccccc3s2)CC1 | i | 4 | 0 | i | i | i | i | i | -5 | i | i
O=C(CCN1CCOCC1)Nc1ccc(F)cc1 | i | -1 | 1 | i | i | i | i | i | -3 | i | i
Cc1cc2cc(C#N)c(N3CCOCC3)nc2cc1Cl | i | -13 | -2 | i | i | i | i | i | -6 | i | i
CC(C)COP(=O)(OCC(C)C)C(Nc1ccccc1)c1ccccc1 (stereo not given) | i | 7 | -2 | i | 25* | i | i | i | -16 | i | i
O=C(CCC1CCCC1)NNC(=O)c1cc2ccccc2cc1O | i | 0 | -2 | i | i | i | i | i | -9 | i | i
Cc1ccc(S(=O)(=O)NCCC(=O)OCC(=O)N(Cc2ccccc2)C(C)(C)C)cc1 | i | 6 | -16 | i | i | i | i | i | -11 | i | i
COc1cc(CCN2C(=O)c3cccc4cccc(c34)C2=O)c(S(=O)(=O)N2CCC(C)CC2)cc1OC | i | 5 | -9 | i | i | i | i | i | -9 | i | i
O=C(Nc1ccc(Cl)c(Cl)c1)C1CCN(C(=O)c2ccco2)CC1 | i | -6 | 7 | i | i | i | i | i | -16 | i | i
CN(C)N1C(N)=C(C#N)C(c2cccnc2)C2=C1CC(C)(C)CC2=O (stereo not given) | i | 5 | 5 | i | i | i | i | i | -5 | i | i
O=C(O)CCCNS(=O)(=O)c1ccc(Br)s1 | i | -1 | 4 | i | i | i | i | i | 2 | i | i
COCCNC(=O)Cn1nc(C)c([N+](=O)[O-])c1C | i | -2 | -7 | i | i | i | i | i | -17 | i | i
N/C(=N\OC(=O)c1ccccc1F)c1ccc([N+](=O)[O-])cc1 | i | -2 | -2 | i | i | i | i | i | -10 | i | i
COc1cc(/C=C(\C#N)C(=O)NCC2CCCO2)ccc1OC(C)C (stereo not given) | i | 4 | -9 | i | i | i | i | i | -6 | i | i
Cc1cc(N2CCOCC2)ccc1/C=C1\NC(=O)N(CC(=O)Nc2ccc(F)cc2)C1=O | i | 1 | · | i | i | i | i | i | -5 | i | i
CCOc1ccc(OCCNCc2ccc(OC(C)C(=O)N(C)C)c(OCC)c2)cc1 (stereo not given) | i | 0 | -1 | i | i | i | i | i | -3 | i | i
CC1(OC(=O)CCc2ccccc2)C(=O)C=C2C=C(c3ccc(C#N)cc3)N(CCc3ccccn3)C=C2C1=O (stereo not given) | i | 0 | -3 | i | i | i | i | i | -3 | i | i
C=CCn1c(=NC(=O)C2CCCCC2)sc2cc(NC(C)=O)ccc21 | i | · | 0 | i | i | i | i | i | -4 | i | i

One compound at a time, as listed above. Screens in order: TRPC4 potent, HDAC3 inhib, DYRK1A inh, KCNQ1 inh, ANO1 block, TRPC4 agonist, KCNK3 inh, KCNK9 block, hERG protect, KCNQ1 act, TMEM16A act
Profile of N/C(=N\OC(=O)c1ccccc1F)c1ccc([N+](=O)[O-])cc1 = i, -2, -2, i, i, i, i, i, -10, i, i
Profile of COc1cc(/C=C(\C#N)C(=O)NCC2CCCO2)ccc1OC(C)C (stereo not given) = i, 4, -9, i, i, i, i, i, -6, i, i
Profile of O=C(CCC1CCCC1)NNC(=O)c1cc2ccccc2cc1O = i, 0, -2, i, i, i, i, i, -9, i, i
Profile of Cc1cc2ccccn2c1C(=O)c1ccc([N+](=O)[O-])o1 = i, 4, -3, i, i, i, i, i, -20, i, i
Profile of CCOc1ccc(OCCNCc2ccc(OC(C)C(=O)N(C)C)c(OCC)c2)cc1 (stereo not given) = i, 0, -1, i, i, i, i, i, -3, i, i

Source: PubChem BioAssay (several laboratories)
